Bioassay records deposited in PubChem by several laboratories.
PTPN22 act = LYP phosphatase activators, primary screen, biochemical, DiFMUP fluorescence, 2 µM; recombinant LYP; 0 = plate median, 100 = signal doubled; activation, % at 2 µM; hit rate 0.11% among 96,000; AID 697, 2007;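 active means activation at 2 µM above a set limit, the mean plus 5 SD, cut at about 37% in these data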
PostGolgi yeast = phenotypic screen on post-Golgi transport, primary screen | post-Golgi transport phenotypic cell assay | inhibition, % at 10 µM | hit rate 0.9% among 98,000 | AID 739, 2007;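 further: yeast cells grown in 1536-well plates; yeast grown about 18 h at 30C before absorbance read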
Rev-RRE block = HIV-1 Rev-RRE binding inhibitors, primary screen, biochemical, FRET, protein-RNA interaction; P05866; Rev peptide-RRE RNA binding; inhibition, % at 8 µM; hit rate 0.79% among 97,000;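 active means inhibition above the screen-wide mean plus 3 SD, cut at about 35% in these data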;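 further: 0% = median DMSO wells and 100% = median Neomycin B control wells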
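System: Cy5-labelled duplex RRE RNA binding fluorescein-labelled HIV Rev peptide; Signal: fluorescein-to-Cy5 FRET, 480 nm excitation; Also added: labelled Rev peptide; Compound: one concentration, 8 µM nominal; Buffer or medium: HEPES pH 7.5 salt buffer with EDTA; Read-out: % inhibition of FRET ratio versus controls; Schedule: 5 min preincubation and 15 min binding, 25 °C.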
PTPN22 inh 2 = PTPN22 phosphatase inhibitors, primary screen, biochemical, DiFMUP fluorescence, 2 µM. inhibition, % at 2 µM. Tyrosine-protein phosphatase non-receptor type 22 (Homo sapiens), Q9Y2R2. recombinant LYP catalytic domain. hit rate 0.21% among 96,000;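 active means inhibition at 2 µM at or above a set limit, the screen mean plus 3 SD, cut at about 24% in these data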;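 further: 0% = DMSO with enzyme and 100% = enzyme fully blocked by orthovanadate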
PostGolgi ctrl = growth inhibition of yeast control strain, primary screen, counter-screen for post-Golgi transport modulator project | efflux-deficient yeast background strain, growth absorbance A615, 16 h | inhibition, % at 10 µM | hit rate 5% among 98,000 | AID 738, 2007
S1P2 ag = S1P2 receptor agonists, primary screen, cell-based; S1P2-expressing cell line, agonist reporter read-out; hit rate 0.46% among 97,000; activation, % at 4.5 µM; Sphingosine 1-phosphate receptor 2 (Homo sapiens), O95136; in the data active means activation above about 16%;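 further: 0% = vehicle low control and 100% = maximal reference agonist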
EphB4 ephrin blk = EphB4-ephrin-B2 interaction antagonists, primary screen, biochemical, TNYL-RAW peptide probe, fluorescence polarization; EphB4 LBD / TNYL-RAW-Alexa532 peptide; AID 720, 2007; hit rate 0.15% among 97,000; Ephrin type-B receptor 4 (Homo sapiens), P54760; inhibition, % at 7 µM;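 active means inhibition above the screen-wide mean inhibition plus 3 SD, cut at about 15% in these data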;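 further: 0% = DMSO wells and 100% = excess unlabeled TNYL-RAW peptide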
S1P2 blocker = human S1P2 receptor antagonists, primary screen, cell-based | Sphingosine 1-phosphate receptor 2 (Homo sapiens), O95136 | cell-based S1P2 antagonist assay, inhibition at 5 uM | inhibition, % at 5 µM | hit rate 0.21% among 97,000 | AID 736, 2007; in the data active means inhibition above about 45%;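 further: CRE beta-lactamase reporter cells expressing human S1P2 stimulated with S1P; 0% = agonist at EC80 alone and 100% = agonist plus reference antagonist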
FAK blocker = FAK kinase inhibitors, primary screen, biochemical; hit rate 0.84% among 97,000; inhibition, %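 (tested at 7 µM)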; biochemical FAK kinase activity assay; in the data active means inhibition above about 19%;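 further: 0% = DMSO and 100% = reference compound high control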
Target sequence (Q05397 whole entry, looked up): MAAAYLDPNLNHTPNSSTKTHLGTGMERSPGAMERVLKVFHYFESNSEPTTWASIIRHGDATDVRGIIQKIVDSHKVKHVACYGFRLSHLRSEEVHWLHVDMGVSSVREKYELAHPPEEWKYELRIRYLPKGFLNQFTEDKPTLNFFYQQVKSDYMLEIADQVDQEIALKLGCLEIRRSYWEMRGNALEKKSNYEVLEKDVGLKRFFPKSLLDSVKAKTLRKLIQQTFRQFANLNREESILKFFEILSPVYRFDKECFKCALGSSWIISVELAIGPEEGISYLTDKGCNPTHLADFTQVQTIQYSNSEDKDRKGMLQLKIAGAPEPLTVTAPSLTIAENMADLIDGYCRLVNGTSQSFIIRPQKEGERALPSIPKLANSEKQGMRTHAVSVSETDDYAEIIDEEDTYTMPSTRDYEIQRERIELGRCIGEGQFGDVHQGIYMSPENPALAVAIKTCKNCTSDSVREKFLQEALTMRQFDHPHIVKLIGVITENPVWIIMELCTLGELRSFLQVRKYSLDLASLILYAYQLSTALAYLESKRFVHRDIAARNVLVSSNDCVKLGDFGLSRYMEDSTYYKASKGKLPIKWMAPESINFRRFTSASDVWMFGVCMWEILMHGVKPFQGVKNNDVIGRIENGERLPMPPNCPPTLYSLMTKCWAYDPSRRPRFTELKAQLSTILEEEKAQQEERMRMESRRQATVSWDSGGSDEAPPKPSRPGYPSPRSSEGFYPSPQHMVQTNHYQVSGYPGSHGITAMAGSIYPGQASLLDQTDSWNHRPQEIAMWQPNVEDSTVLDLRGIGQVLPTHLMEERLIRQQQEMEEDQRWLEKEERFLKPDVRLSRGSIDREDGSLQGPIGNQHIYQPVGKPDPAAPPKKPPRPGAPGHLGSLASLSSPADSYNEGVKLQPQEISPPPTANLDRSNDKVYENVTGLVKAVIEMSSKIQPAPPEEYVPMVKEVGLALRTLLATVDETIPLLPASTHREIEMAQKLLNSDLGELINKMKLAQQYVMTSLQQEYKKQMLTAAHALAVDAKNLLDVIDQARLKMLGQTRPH
Active calls of the source: *. Unless noted, no stated cut-off is given here; in the data, active means inhibition above about 30%; inactive means the rest.

How did Cc1ccc(-c2noc(CCC(=O)Nc3ccccc3N3CCN(C)CC3)n2)cc1 do in these assays?
PTPN22 act: 6; PostGolgi yeast: 1; Rev-RRE block: 7; PTPN22 inh 2: -6; PostGolgi ctrl: 7; S1P2 ag: -2; EphB4 ephrin blk: -5; S1P2 blocker: 9; FAK blocker: 2

Results for COc1ccc(C(=O)NNC(=O)c2cnccn2)cc1[N+](=O)[O-] ?
PTPN22 act: -3; PostGolgi yeast: 14; Rev-RRE block: 6; PTPN22 inh 2: 4; PostGolgi ctrl: 8; S1P2 ag: -6; EphB4 ephrin blk: 0; S1P2 blocker: -3; FAK blocker: 1

What do the screens show for `COc1cccc(-n2nnc3c(=O)n(CC(=O)OCc4ccccc4)cnc32)c1`?
PTPN22 act: -6; Rev-RRE block: 5; PTPN22 inh 2: 1; S1P2 ag: -2; EphB4 ephrin blk: 2; S1P2 blocker: -8; FAK blocker: -3

What do the screens show for `COc1ccc(CSc2nnnn2-c2ccccc2)cc1`?
PTPN22 act: 18; PostGolgi yeast: -2; Rev-RRE block: 5; PTPN22 inh 2: -16; PostGolgi ctrl: 13; S1P2 ag: 1; EphB4 ephrin blk: 4; S1P2 blocker: -18; FAK blocker: -2

Results for C=CCn1c(CSc2nc3ccccc3s2)nnc1SCC(=O)NCc1ccco1 ?
PTPN22 act: -3; PostGolgi yeast: -1; Rev-RRE block: -1; PTPN22 inh 2: 4; PostGolgi ctrl: 1; S1P2 ag: -1; EphB4 ephrin blk: 4; S1P2 blocker: 4; FAK blocker: 7

Results for Cc1nc(SC2CC(=O)N(c3ccccc3)C2=O)nc2c1CCCC2 (stereo not drawn) ?
PTPN22 act: 2; PostGolgi yeast: 6; Rev-RRE block: 5; PTPN22 inh 2: -1; PostGolgi ctrl: 8; S1P2 ag: -6; EphB4 ephrin blk: -5; S1P2 blocker: 25; FAK blocker: 2

What do the screens show for `C=CCNC(=O)NC(=S)c1ccccc1`?
PTPN22 act: 4; PostGolgi yeast: 1; Rev-RRE block: 3; PTPN22 inh 2: -4; PostGolgi ctrl: 5; S1P2 ag: -4; EphB4 ephrin blk: -5; S1P2 blocker: -13; FAK blocker: -1

What do the screens show for `COc1ccc(-c2csc3nc(C)n(-n4cccc4)c(=O)c23)cc1`?
PTPN22 act: -8; Rev-RRE block: 6; PTPN22 inh 2: 5; S1P2 ag: -5; EphB4 ephrin blk: -11; S1P2 blocker: 8; FAK blocker: -3

How did COc1cccc(C2CC(c3ccc(F)cc3)Nc3nc(N)nn32)c1 (stereo not drawn) do in these assays?
PTPN22 act: -6; PostGolgi yeast: 3; Rev-RRE block: 8; PTPN22 inh 2: 4; PostGolgi ctrl: 2; S1P2 ag: -5; EphB4 ephrin blk: 3; S1P2 blocker: 4; FAK blocker: 10

How did CCn1nc(C(=O)Nc2nc3ccc(C)cc3s2)c2ccccc2c1=O do in these assays?
PTPN22 act: 12; PostGolgi yeast: 0; Rev-RRE block: 1; PTPN22 inh 2: -11; PostGolgi ctrl: 1; S1P2 ag: 3; EphB4 ephrin blk: -1; S1P2 blocker: -16; FAK blocker: -1

What do the screens show for `CC(NC(=O)COc1ccc(/C=N/NS(=O)(=O)c2ccccc2)cc1)c1ccccc1` (stereo not drawn)?
PTPN22 act: -3; PostGolgi yeast: 9; Rev-RRE block: 5; PTPN22 inh 2: 7; PostGolgi ctrl: 0; S1P2 ag: -6; EphB4 ephrin blk: 8; S1P2 blocker: 1; FAK blocker: 0

Results for O=C(CSc1nc2ccccc2c(=O)n1-c1ccccc1)N1CCCC1 ?
PTPN22 act: 1; PostGolgi yeast: 0; Rev-RRE block: 1; PTPN22 inh 2: 1; PostGolgi ctrl: 12; S1P2 ag: -3; EphB4 ephrin blk: 1; S1P2 blocker: 2; FAK blocker: -2

What do the screens show for `Cc1cc(=O)[nH]c(SCC(=O)Nc2cccc3ccccc23)c1C#N`?
PTPN22 act: 11; PostGolgi yeast: -9; Rev-RRE block: 5; PTPN22 inh 2: -9; PostGolgi ctrl: 15; S1P2 ag: -7; EphB4 ephrin blk: -4; S1P2 blocker: -13; FAK blocker: -1

How did Cc1ccc(NC(=O)COc2ccc(C(=O)NCCc3ccccc3)cc2)cc1 do in these assays?
PTPN22 act: 2; Rev-RRE block: -2; PTPN22 inh 2: 1; S1P2 ag: -8; EphB4 ephrin blk: -6; S1P2 blocker: 0; FAK blocker: -2

How did CCCCSc1ccc2nc(-c3ccc(C#N)cc3)cn2c1 do in these assays?
PTPN22 act: -1; PostGolgi yeast: -4; Rev-RRE block: 10; PTPN22 inh 2: 6; PostGolgi ctrl: 23; S1P2 ag: -5; EphB4 ephrin blk: 0; S1P2 blocker: 13; FAK blocker: 11

How did CC(=O)NC(NC(C)=O)c1ccc(Br)cc1 do in these assays?
PTPN22 act: -6; PostGolgi yeast: 1; Rev-RRE block: 9; PTPN22 inh 2: 5; PostGolgi ctrl: 4; S1P2 ag: -5; EphB4 ephrin blk: -2; S1P2 blocker: 14; FAK blocker: -4

How did O=C(Nc1ccc(Cl)cn1)Nc1cccs1 do in these assays?
PTPN22 act: -11; PostGolgi yeast: -6; Rev-RRE block: 11; PTPN22 inh 2: 11; PostGolgi ctrl: 20; S1P2 ag: -4; EphB4 ephrin blk: 8; S1P2 blocker: -4; FAK blocker: 1

What do the screens show for `Cn1cc(C(=O)C(F)(F)F)c2ccccc21`?
PTPN22 act: 9; PostGolgi yeast: 23; Rev-RRE block: 1; PTPN22 inh 2: -13; PostGolgi ctrl: 13; S1P2 ag: -8; EphB4 ephrin blk: 8; S1P2 blocker: -5; FAK blocker: 3

Results for CN1C(=O)CC(C(=O)O)SC1=Nc1ccc(F)cc1 (stereo not drawn) ?
PTPN22 act: 5; Rev-RRE block: 8; PTPN22 inh 2: -4; S1P2 ag: -2; EphB4 ephrin blk: 2; S1P2 blocker: -3; FAK blocker: 0

How did CCCNS(=O)(=O)c1cccc2cccnc12 do in these assays?
PTPN22 act: -7; PostGolgi yeast: -2; PTPN22 inh 2: 6; PostGolgi ctrl: 25

Reprinted from the part before: two entries, then new ones.
Results for CN1C(=O)CC(C(=O)O)SC1=Nc1ccc(F)cc1 (stereo not drawn) ?
PTPN22 act: 5; Rev-RRE block: 8; PTPN22 inh 2: -4; S1P2 ag: -2; EphB4 ephrin blk: 2; S1P2 blocker: -3; FAK blocker: 0

How did CCCNS(=O)(=O)c1cccc2cccnc12 do in these assays?
PTPN22 act: -7; PostGolgi yeast: -2; PTPN22 inh 2: 6; PostGolgi ctrl: 25

Results for COC(=O)c1ccccc1NC(=O)CSc1nc(N)cc(N)n1 ?
PostGolgi yeast: -4; Rev-RRE block: 4; PostGolgi ctrl: 1; S1P2 ag: -1; EphB4 ephrin blk: -1; S1P2 blocker: -12; FAK blocker: -12

Results for O=C(OC(C(=O)NCc1cccs1)c1ccccc1F)c1ccco1 (stereo not drawn) ?
PTPN22 act: 2; Rev-RRE block: 1; PTPN22 inh 2: -5; S1P2 ag: -1; EphB4 ephrin blk: -5; S1P2 blocker: -17; FAK blocker: 0

Results for CC(C)C(c1nnnn1Cc1cccs1)N1CCN(c2ccccc2)CC1 (stereo not drawn) ?
PTPN22 act: -7; PostGolgi yeast: 9; Rev-RRE block: 9; PTPN22 inh 2: 10; PostGolgi ctrl: 19; S1P2 ag: 0; EphB4 ephrin blk: -7; S1P2 blocker: -5; FAK blocker: 3

Results for Cn1c(SCC(=O)NCc2ccccc2)nnc1-c1ccc(NC(=O)CCc2ccccc2)cc1 ?
PTPN22 act: 0; PostGolgi yeast: 2; Rev-RRE block: 7; PTPN22 inh 2: 3; PostGolgi ctrl: 21; S1P2 ag: -6; EphB4 ephrin blk: 2; S1P2 blocker: 10; FAK blocker: 2

How did O=C(NCCCN1CCc2ccccc2C1)Nc1ccc(Br)cc1 do in these assays?
PTPN22 act: 1; PostGolgi yeast: 6; Rev-RRE block: -5; PTPN22 inh 2: -1; PostGolgi ctrl: 19; S1P2 ag: -7; EphB4 ephrin blk: 3; S1P2 blocker: -1; FAK blocker: 3

What do the screens show for `CCn1c(=O)cc(OCC(=O)Nc2cccnc2)c2ccccc21`?
PTPN22 act: 4; PostGolgi yeast: -1; Rev-RRE block: -4; PTPN22 inh 2: -6; PostGolgi ctrl: 13; S1P2 ag: -1; EphB4 ephrin blk: -7; S1P2 blocker: -9; FAK blocker: -3

How did Cc1ccc(NS(=O)(=O)c2ccc(CCC(=O)N3CCOCC3)cc2)cc1 do in these assays?
PTPN22 act: -2; PostGolgi yeast: -15; Rev-RRE block: 2; PTPN22 inh 2: 4; PostGolgi ctrl: 0; S1P2 ag: -4; EphB4 ephrin blk: 0; S1P2 blocker: 11; FAK blocker: 1

What do the screens show for `COc1ccc(N(C(=O)c2ccco2)C(C(=O)NC2CCCCC2)c2cccs2)cc1OC` (stereo not drawn)?
PTPN22 act: -6; Rev-RRE block: 1; PTPN22 inh 2: 6; S1P2 ag: -3; EphB4 ephrin blk: -5; S1P2 blocker: -15; FAK blocker: -1

Results for COc1ccc2nc(-c3ccc(N)cc3)[nH]c2c1 ?
PTPN22 act: 9; Rev-RRE block: -4; PTPN22 inh 2: -8; S1P2 ag: -2; EphB4 ephrin blk: 0; S1P2 blocker: -28; FAK blocker: 2

Results for Cc1cc(C)n2nc(SCc3cc(=O)oc4cc(O)ccc34)nc2n1 ?
PTPN22 act: -28; PostGolgi yeast: -3; Rev-RRE block: -2; PTPN22 inh 2: 29*; PostGolgi ctrl: 0; S1P2 ag: -1; EphB4 ephrin blk: 1; S1P2 blocker: -11; FAK blocker: 10

What do the screens show for `Cc1[nH]c2ccc(OCc3ccccc3)cc2c1CCN1C(=O)OC(C)(C)C1(C)O` (stereo not drawn)?
PTPN22 act: -6; PostGolgi yeast: 1; Rev-RRE block: 1; PTPN22 inh 2: 4; PostGolgi ctrl: -3; S1P2 ag: -3; EphB4 ephrin blk: 4; S1P2 blocker: -8; FAK blocker: -7

What do the screens show for `Cc1cc2oc3c(c(=O)c2cc1C)C(c1cccc(Br)c1)N(Cc1ccco1)C3=O` (stereo not drawn)?
PTPN22 act: 0; PostGolgi yeast: -5; Rev-RRE block: -4; PTPN22 inh 2: -2; PostGolgi ctrl: -3; S1P2 ag: -6; EphB4 ephrin blk: 2; S1P2 blocker: 23; FAK blocker: 0

Results for Nc1nnc(-c2ccco2)s1 ?
PTPN22 act: -5; PostGolgi yeast: -6; Rev-RRE block: -1; PTPN22 inh 2: 4; PostGolgi ctrl: 3; S1P2 ag: -1; EphB4 ephrin blk: 6; S1P2 blocker: 0; FAK blocker: 0

How did C=CCNC(=O)c1ccccc1NC(=O)Nc1ccccc1 do in these assays?
PTPN22 act: -5; PostGolgi yeast: -3; Rev-RRE block: 3; PTPN22 inh 2: 9; PostGolgi ctrl: 5; S1P2 ag: -9; EphB4 ephrin blk: 1; S1P2 blocker: 16; FAK blocker: -3

How did CCOC(=O)c1c(C)sc2c1N(C(=O)CCl)c1cc(Cl)ccc1S2 do in these assays?
PTPN22 act: 8; PostGolgi yeast: 9; Rev-RRE block: 5; PTPN22 inh 2: -8; PostGolgi ctrl: 78*; S1P2 ag: -3; EphB4 ephrin blk: -2; S1P2 blocker: 22; FAK blocker: -3

Results for C=CCn1c(SCCOc2ccc(OC)cc2)nnc1C(C)NC(=O)Cc1ccc(OC)cc1 (stereo not drawn) ?
PTPN22 act: 5; PostGolgi yeast: -11; Rev-RRE block: 1; PTPN22 inh 2: -3; PostGolgi ctrl: 7; S1P2 ag: -4; EphB4 ephrin blk: 2; S1P2 blocker: 0; FAK blocker: -2
